# Source: PubChem
# phage Ecoli inh: E. coli growth loss with phage present | 0.26% of 360,000 active | growth absorbance | inhibition, % at 11.9 µM; in the data active = inhibition above about 11%
# Tat transport: blocks Tat-dependent protein export in E. coli; inhibition, % at 10 µM; E. coli MC4100 TorA-mCherry Tat export, fluorescence; 0.036% of 340,000 active;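 active = mean replicate inhibition at least 50% and at least half of replicates individually reaching 50%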;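 note: exported cargo escapes ClpAP degradation while cytoplasmic cargo is degraded and loses fluorescence; 0% = median of neutral control wells and 100% = median of NaSCN control wells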
# AddAB inh: less growth of phage-infected E. coli with AddAB. 0.29% of 330,000 active. E. coli expressing H. pylori AddAB, absorbance growth. inhibition, % at 11.9 µM; in the data active = inhibition above about 12%;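 note: 0% = vehicle wells of infected cells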
# E coli growth: reduces bacterial viability in AddAB counter-screen; E. coli V3065 growth, OD600 absorbance, 18 h; inhibition, % at 11.9 µM; 0.27% of 330,000 active; AID 449728;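 active = inhibition above the campaign's mean inhibition across all tested compounds plus 3 SD, cut at about 9.9% in these data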;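 note: uninfected addAB+ strain grown without phage in ampicillin broth; 0% = DMSO wells and 100% = ciprofloxacin 0.95 µg/ml wells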
# PKA-R2B act: PKA-R2B complex activation | activation, % at 11.4 µM | 0.079% of 340,000 active | AID 504700 | P22694+P31323 | PKA-R2B holoenzyme dissociation, Cy5-IP20 fluorescence polarization; R2B truncated from residue 108, S112A mutant; 0% DMSO only, 100% 113 µM cGMP;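 active = activation above a cutoff set at the mean over all compounds plus 3 SD, cut at about 18% in these data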;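 note: higher means more holoenzyme dissociation and a rise in polarization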
# Target sequence (P31323 whole entry, looked up, other chains not shown, the tested form may be a part): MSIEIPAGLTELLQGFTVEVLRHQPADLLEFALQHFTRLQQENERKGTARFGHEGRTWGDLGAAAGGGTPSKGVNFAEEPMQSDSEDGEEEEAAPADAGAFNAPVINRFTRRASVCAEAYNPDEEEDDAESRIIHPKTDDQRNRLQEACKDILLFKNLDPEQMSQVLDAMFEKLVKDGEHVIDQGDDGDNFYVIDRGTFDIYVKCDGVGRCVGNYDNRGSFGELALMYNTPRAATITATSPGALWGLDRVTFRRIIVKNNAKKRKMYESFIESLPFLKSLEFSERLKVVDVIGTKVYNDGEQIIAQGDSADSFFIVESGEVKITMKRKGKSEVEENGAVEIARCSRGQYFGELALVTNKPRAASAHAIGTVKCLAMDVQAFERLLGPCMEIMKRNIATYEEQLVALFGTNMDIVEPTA
# MOR-DOR inv ag: inverse agonists of human mu-delta opioid receptor heterodimerization; 0.21% of 340,000 active; inhibition, % at 9.3 µM; cell-based MOR-DOR heterodimer luminescence, inverse agonism; P35372+P41143; AID 504357; in the data active = inhibition above about 22%, passing the limit was not always enough;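 note: 0% = cells with DMSO and 100% = wells without cells with DMSO; values of inactives mirror those of a sister screen read the other way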
# PfHsp90 set2: growth inhibition of yeast expressing Plasmodium Hsp90. S. cerevisiae expressing PfHsp90, BacTiter-Glo ATP, 48 h; yeast lacking PDR1 and PDR3 efflux regulators. inhibition, % at 9.4 µM. 0.32% of 310,000 active;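 active = every replicate shows inhibition above about 80%, whatever the replicate mean, limit read from the data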;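 note: 0% = DMSO neutral controls and 100% = 20 µM radicicol positive controls; yeast relying on Plasmodium falciparum Hsp90 in place of its own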
# PKA-R1A act: activators of PKA-R1A complex. P00514+P68181. PKA-R1A dissociation, Cy5-IP20 fluorescence polarization; scaled: DMSO 0%, 113 µM cGMP 100%. activation, % at 11.4 µM. 0.083% of 340,000 active. AID 504707;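 active = percent activation above the mean of all tested compounds plus 3 SD, cut at about 19% in these data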;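 note: higher means more PKAc released from R1A so a rise in polarization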
# HTR5A inv ctr: counter-screen for OPRM1-OPRD1 inverse agonists: human HTR5A inverse agonism; P47898; HTR5A cell line, luminescence; inhibition, % at 9.3 µM; 0.083% of 340,000 active; AID 504634; in the data active = inhibition mostly above about 23%, no sharp cut-off; inactive = mostly below about 18%;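 note: 0% = cells with DMSO and 100% = no-cell wells with DMSO; some compounds called inactive have numbers as strong as hits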
# Target sequence (P47898 whole entry, looked up): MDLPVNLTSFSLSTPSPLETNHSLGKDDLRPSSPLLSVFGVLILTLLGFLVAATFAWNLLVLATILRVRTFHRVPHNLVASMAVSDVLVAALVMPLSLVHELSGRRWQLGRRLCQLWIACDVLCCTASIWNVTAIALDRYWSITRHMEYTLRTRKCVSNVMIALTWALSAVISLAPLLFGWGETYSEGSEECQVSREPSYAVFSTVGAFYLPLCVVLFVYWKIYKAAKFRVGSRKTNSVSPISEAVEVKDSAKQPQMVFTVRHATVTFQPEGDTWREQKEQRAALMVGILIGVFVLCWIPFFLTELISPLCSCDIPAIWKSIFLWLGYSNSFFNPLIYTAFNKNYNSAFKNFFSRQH
# SUMO Mot1 rescue: SUMOylation pathway inhibition by Mot1-301 growth rescue; 1% of 320,000 active; growth rescue, % at 18.8 µM; S. cerevisiae Mot1-301 growth rescue, ATP luminescence, 38.5C; percent above DMSO median, 100 means doubled; AID 2716;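 active = every valid replicate shows activation above 250% relative to neutral control wells; inactive = the rest, any valid replicate at or below 250%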;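 note: OY570 slx delta 5 strain wells were the positive control but not used for scaling; some compounds called inactive have numbers as strong as hits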
# MOR-DOR ag: agonists of human mu-delta opioid receptor heterodimerization. P35372+P41143. cells, OPRM1-OPRD1 heterodimerization, luminescence. activation, % at 9.3 µM. 0.3% of 340,000 active; in the data active = activation above about 18%;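 note: 0% = vehicle-treated cells and 100% = reference agonist; values of inactives mirror those of a sister screen read the other way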
# * = called active by the depositor; / = not tested or not shown.
SMILES,phage Ecoli inh,Tat transport,AddAB inh,E coli growth,PKA-R2B act,MOR-DOR inv ag,PfHsp90 set2,PKA-R1A act,HTR5A inv ctr,SUMO Mot1 rescue,MOR-DOR ag
O=C(Nc1ccccc1C(=O)N1CCOCC1)C1CC(=O)N(c2ccc(F)cc2)C1 (stereo unspecified),2.1,4,0.3,1.7,-4,17,27,-7,8,-12,-3.0
COc1ccc(N(CC(=O)NC2CCCCC2)C(=O)CCCC(=O)Nc2ccccn2)cc1,-4.4,-11,1.6,-3.9,-2,-17,10,-7,-10,4,2.1
Cc1ccc(CCNC(=O)CCNS(=O)(=O)c2ccc3c(c2)oc(=O)n3C)cc1,1.2,0,-1.1,-1.4,10,10,10,-3,-2,46,-1.9
COc1ccc(-c2cc(=O)oc(-c3cccc(C)c3)n2)cc1,-2.2,-2,3.1,3.1,3,18,12,1,-12,382,-3.7
c1ccc(Cn2c(-c3cncs3)nc3ccccc32)cc1,3.8,9,1.5,3.0,6,12,/,-6,-2,-8,-2.5
CCN(CC)C(=O)N1CCC(NC(=O)Cc2ccccc2)CC1,1.5,1,1.1,-1.6,14,19,10,4,6,88,-3.2
Cc1cc(C)n(CC(O)Cn2cnc3c2c(=O)n(C)c(=O)n3C)n1 (stereo unspecified),1.6,-14,-1.8,-2.9,5,4,/,7,-23,-30,-0.9
COc1cccc(C(=O)NCC2CCCN(C(=O)c3ccc(C=O)cc3)C2)c1OC (stereo unspecified),4.0,0,0.8,0.7,1,23,-4,5,14,121,-4.5
CCN(CC)CCN1C(=O)C(=O)/C(=C(/O)c2ccc(F)cc2)C1c1cccnc1 (stereo unspecified),2.4,2,3.0,1.3,-5,1,4,2,-6,-6,-0.2
COc1cc(/C=C/C(=O)OCC(=O)NC(=O)NCc2ccco2)ccc1OC(F)F,1.9,0,-1.6,-2.3,-3,6,/,-1,10,-17,-1.2
Cc1ccc(C)c(-n2c(Cc3cccs3)n[nH]c2=S)c1,3.5,-9,0.8,0.4,-4,-12,/,-3,-21,18,1.9
OC(CN1CCOCC1)Cn1c2c(c3ccccc31)CCCC2 (stereo unspecified),3.2,2,-1.0,-3.2,6,7,2,-3,-10,-1,-1.4
CCOC(=O)COc1ccc(CCNC(C)=O)cc1,1.6,-2,1.3,-2.7,-12,2,/,4,13,-2,-0.4
COCC(=O)Nc1c(C(=O)Nc2ccc3c(c2)OCCO3)oc2ccccc12,2.5,1,-0.7,-0.9,5,19,/,-4,2,-6,-3.9
CC(C)c1c(C(=O)N/N=C/c2cccs2)nnn1-c1nonc1N,1.3,-4,2.7,0.7,-14,17,18,-9,-8,3,-3.2
C[C@H](CO)N1C[C@H](C)[C@@H](CN(C)S(=O)(=O)c2ccc(F)cc2)Oc2ccc(NC(=O)C3CC3)cc2C1=O,2.1,-4,1.9,0.8,-11,8,-1,-1,2,-20,-1.4
COC(=O)c1sccc1-n1cccc1C(=O)C(=O)N1CC(C)OC(C)C1 (stereo unspecified),-0.6,14,3.2,2.4,-11,-4,-2,-11,15,-9,0.9
O=C(CCl)N(c1ccccc1)C1CCCCC1,4.1,-3,1.9,3.0,-6,-178,-13,3,4,100,33*
CC(C)C(NC(=O)c1ccc2c(c1)OCCO2)c1nc2ccccc2[nH]1 (stereo unspecified),0.5,1,-0.2,1.0,-1,14,11,-4,9,91,-2.8
CC(C)(C)n1nnnc1C(c1ccc(Cl)cc1)N(Cc1cccnc1)Cc1ccco1 (stereo unspecified),3.2,19,2.4,1.2,-9,11,21,2,-20,437*,-2.3
Cc1nnc(SCC(=O)Nc2ccc(S(=O)(=O)N3CCCCC3)cc2)s1,1.3,3,5.0,1.2,4,19,/,-4,13,724,-3.9
CC(NC(=O)c1cccnc1)C(=O)N1CCCCC1 (stereo unspecified),-2.6,3,2.4,1.7,9,3,-26,1,2,-2,-0.7
Cc1c(N(C)S(=O)(=O)c2cccc(C(=O)NC(C)C)c2)c(=O)n(-c2ccccc2)n1C,0.3,-1,2.2,1.4,-3,13,-2,6,-5,225,-2.4
CN(C)c1nc(N)c([N+](=O)[O-])c(NCC2CCCO2)n1 (stereo unspecified),1.5,-9,0.6,3.8,/,/,-22,/,/,120,/
CCn1c(O)c(C=Nc2ccccc2)n(-c2ccccc2)c1=S,0.6,5,0.9,1.1,-5,15,2,-12,-8,218,-2.8
OCCc1c[nH]c2ccc(OCc3ccccc3)cc12,4.2,8,-2.1,0.0,9,8,20,0,-14,9,-1.7
CNS(=O)(=O)c1cc(NC(C)=O)c(C)cc1C,6.0,-5,3.5,0.1,3,3,15,10,20,-8,-0.7
O=C(NCc1ccccc1)c1onc(CSc2ccccc2)c1C(=O)NCc1ccccc1,2.5,-6,-1.8,3.4,1,10,-39,-1,-8,-10,-2.1
CCCOc1ccc(C(=O)CCC(=O)OCC(=O)N2CC(=O)Nc3ccccc32)cc1,2.9,10,0.2,0.0,3,8,/,-8,8,-6,-1.3
COc1ccc(/C=N/NC(=O)CN2CCN(Cc3ccccc3)CC2)cc1Br,2.1,-1,-2.3,-2.1,0,17,10,-5,-4,-14,-3.4
COC(=O)c1cc(COC(=O)CNC(=O)c2ccc(Br)cc2)oc1C,2.4,-18,0.8,-0.3,-2,2,-24,2,-11,23,-0.4
Cc1ccc(CSc2nnc(CC(=O)Nc3ccc(C)cc3)n2C)cc1,1.6,1,1.5,0.1,-4,2,34,4,0,-12,-0.4
CCOC(=O)c1[nH]c(=O)c2ccccc2c1O,0.8,-1,-1.8,-4.4,4,23,5,-6,10,-8,-4.4
Cc1ccccc1CN1CCN(c2ccc(S(=O)(=O)N3CCCC3)cn2)CC1,6.4,1,-0.6,-3.5,9,-15,-1,11,9,-6,4.0
COC(=O)CCCn1c(C)cc(C(=O)CCl)c1C,0.5,-2,0.3,-0.8,2,5,/,-1,2,-8,-0.9
COc1ccc(C(=O)N/N=C2\CCS(=O)(=O)c3ccc(F)cc32)cc1OC,2.9,-3,1.8,0.7,-4,15,-38,4,-3,-17,-2.8
Fc1ccc(C2c3[nH]c4ccccc4c3CCN2Cc2ccoc2)cc1 (stereo unspecified),3.1,-7,5.6,1.3,-6,-51,-24,2,-2,11,10
CCCCn1c(N)c(N(CCOC)C(=O)CSc2nnc(-c3ccncc3)n2CCC)c(=O)[nH]c1=O,0.7,9,-2.7,-0.5,-8,8,5,3,-5,12,-1.2
Cc1ccc(NC(=O)c2cc(S(=O)(=O)N3CCOCC3)ccc2F)c(C)c1,2.4,12,2.1,2.2,5,5,15,0,-26,6,-0.9
Cc1ccc(C(=O)N/C(=C\c2cccnc2)c2nc3ccccc3[nH]2)cc1,-0.6,-4,-1.2,-0.8,-16,14,6,-2,4,57,-2.3

# Grouped by structure, the compounds so far containing bromine.
SMILES,phage Ecoli inh,Tat transport,AddAB inh,E coli growth,PKA-R2B act,MOR-DOR inv ag,PfHsp90 set2,PKA-R1A act,HTR5A inv ctr,SUMO Mot1 rescue,MOR-DOR ag
COc1ccc(/C=N/NC(=O)CN2CCN(Cc3ccccc3)CC2)cc1Br,2.1,-1,-2.3,-2.1,0,17,10,-5,-4,-14,-3.4
COC(=O)c1cc(COC(=O)CNC(=O)c2ccc(Br)cc2)oc1C,2.4,-18,0.8,-0.3,-2,2,-24,2,-11,23,-0.4

# Going on with the list.
SMILES,phage Ecoli inh,Tat transport,AddAB inh,E coli growth,PKA-R2B act,MOR-DOR inv ag,PfHsp90 set2,PKA-R1A act,HTR5A inv ctr,SUMO Mot1 rescue,MOR-DOR ag
O=C(NCCN1CCOCC1)c1ccc(NC(=O)C2COc3ccccc3O2)cc1 (stereo unspecified),-1.2,-6,5.1,0.4,6,3,/,-7,0,-2,-0.7
CCN(CC(=O)Nc1c(F)cccc1F)C(=O)c1ccc2c(c1)S(=O)(=O)N=C1CCCCCN12,2.6,0,0.7,-3.0,-8,21,1,6,9,7,-4.1
CCOC(=O)c1cnn2c(N)c(C#N)nnc12,3.2,-2,2.7,3.5,-3,2,-37,7,10,3,-0.4
CN(c1ccc(C(=O)Nc2ccc3c(c2)n(C)c(=O)n3C)cc1)S(C)(=O)=O,0.7,1,-0.9,1.8,0,0,0,0,-6,-14,0.1
CC(C)[C@H](NC(N)=O)C(=O)NNC(=O)COc1cccc(C(F)(F)F)c1,2.0,-8,-1.8,-0.4,-10,8,-10,-2,2,-6,-1.6
Cc1onc(-c2c(F)cccc2Cl)c1C(=O)NCCc1ccncc1,-1.8,2,6.0,1.3,7,11,0,0,-6,-2,-2.0
O=C(COc1coc(CN2CCc3ccccc32)cc1=O)Nc1cccc(F)c1,2.1,-3,-0.2,0.0,-5,-44,15,-9,0,0,8.0
Cc1ccc(S(=O)(=O)c2cn(C)c3cc(N4CCOCC4)c(F)cc3c2=O)cc1,1.6,-1,0.1,0.6,-4,6,-12,-11,-22,-10,-1.1
CCOC(=O)C(=O)Cc1nc(OCc2ccccc2)cc(OCc2ccccc2)n1,3.4,-2,/,/,-10,14,8,1,8,/,-2.8
C=CCC(NCc1ccccc1)c1ccc(Cl)cc1 (stereo unspecified),3.2,1,1.7,-2.8,-14,-20,12,-5,7,4,4.0
CCOc1ccc(N(CC(=O)Nc2ccc(OC)cc2)C2=NC3CS(=O)(=O)CC3S2)cc1 (stereo unspecified),3.2,0,-2.1,2.1,-7,18,4,-11,-8,-6,-3.3
COCCCn1c(=O)/c(=C/c2ccccc2OC(F)F)s/c1=C(\C#N)C(=O)NCCOC,0.6,2,/,/,-3,16,-10,-1,-13,/,-3.1
O=C(CSc1nncs1)NC(=O)Nc1ccc2c(c1)OCCO2,0.4,-2,4.3,2.7,5,7,-10,12,9,16,-1.4
Cc1cc(N2CCN(c3ccccc3F)CC2)nc2cc(O)ccc12,1.1,5,0.0,-0.2,-9,-48,-7,-14,7,29,8.8
CN(CC(=O)Nc1ccccc1Cl)C(=O)C1CSC2(C)CCC(=O)N12 (stereo unspecified),0.0,-2,3.8,-0.3,1,5,2,-5,-5,-11,-1.2
COc1ccc(CNC(=O)CCn2c(C)csc2=O)cc1,0.3,7,1.4,-1.9,3,11,-8,3,18,7,-2.8
COc1ccc(OCC(=O)N2CCc3c([nH]c4ccccc34)C2c2ccccn2)cc1 (stereo unspecified),3.9,1,-0.2,-0.1,-4,-15,-2,-2,12,5,3.0
CCOC(=O)c1ccc(S(=O)(=O)N2CCN(C/C=C/c3ccccc3)CC2)cc1,1.4,8,0.0,-2.2,1,6,-11,-4,5,10,-1.5
O=S(=O)(c1cccc(S(=O)(=O)N2CCCC2)c1)c1cccc(S(=O)(=O)N2CCCC2)c1,0.9,0,0.0,1.3,4,15,-17,2,-22,0,-2.8
Cc1ccc(C)c(NC(=S)N2CCC(NC(=O)c3ccccc3)CC2)c1,0.5,10,3.6,-0.2,-4,-6,-2,-5,-18,92,0.9
O=C(CN1C(=O)COc2ccccc21)N1CCc2ccccc2C1,1.2,-3,3.8,-2.2,-2,5,/,-1,20,13,-0.8
O=C(CCCC1=NS(=O)(=O)c2ccccc2N1)N1CCN(c2ccc([N+](=O)[O-])cc2)CC1,0.2,11,2.7,-3.6,-11,0,-12,11,5,1,0.1
